Source: PubChem (several laboratories)
aSyn 5UTR inh: MLPCN primary screen, SNCA 5' untranslated region; alpha-synuclein 5'UTR reporter, inhibitor activity; inhibition, % (tested at 7.5 µM); 0.82% of 300,000 active; AID 1813, 2009; in the data active means inhibition above about 60%;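 further: H4 neuroglioblastoma cells stably carrying SNCA 5'UTR luciferase fusion; 0% = DMSO wells and 100% = positive control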
IEC-6 tox: cytotoxicity in IEC-6 intestinal epithelial cells, primary screen, cytotoxicity control for KLF5 inhibitor project, cell-based, luminescence; IEC-6 cytotoxicity, luminescence viability; inhibition, % at 5 µM; 0.78% of 290,000 active; in the data active means inhibition above about 22%;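 further: 0% = plate median of test compound wells and 100% = cytotoxic reference compound wells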
HSP90 refold inh: HSP90 inhibitors, primary screen, cell lysate, luminescence | 0.91% of 290,000 active | Rabbit reticulocyte lysate, luciferase refolding luminescence, 3 h | inhibition, % at 5.6 µM;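 active means inhibition above the screen-wide mean plus 3 SD, computed separately per campaign, cut at about 16% in these data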;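 further: 0% = DMSO wells and 100% = 60 µM geldanamycin wells; inhibitors lower the luminescence because luciferase stays unfolded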
AI-2 QS modul: Vibrio harveyi AI-2 quorum sensing modulators, primary screen, JMH597 strain, luminescence/OD600 ratio; Vibrio harveyi JMH597 AI-2 luminescence/OD600 ratio, 9 h; stronger effect = lower value; strain lacks LuxN and CqsS sensors; 0 = neutral-control median; activity change, % at 7.5 µM; 0.4% of 300,000 active; in the data active means activity change below about -75%, passing the limit was not always enough;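 further: luminescence divided by OD600 gain over 9 h not by final OD600 alone; inactives centre near 13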
GSK3B inh: human GSK3beta kinase inhibitors, primary screen, biochemical, cell-free homogeneous, HTS; Glycogen synthase kinase-3 beta (Homo sapiens), P49841; GST-GSK3beta kinase, ADP-Glo luminescence, 60 min; stronger effect = lower value; 0.038% of 300,000 active; activity score (negative = inhibition), % at 10 µM;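 active means more than half of replicate wells score below -50%, meaning over 50% inhibition versus plate controls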;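 further: 0% = median DMSO wells and -100% = median GW8510 positive control wells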
Target sequence (P49841 whole entry, looked up): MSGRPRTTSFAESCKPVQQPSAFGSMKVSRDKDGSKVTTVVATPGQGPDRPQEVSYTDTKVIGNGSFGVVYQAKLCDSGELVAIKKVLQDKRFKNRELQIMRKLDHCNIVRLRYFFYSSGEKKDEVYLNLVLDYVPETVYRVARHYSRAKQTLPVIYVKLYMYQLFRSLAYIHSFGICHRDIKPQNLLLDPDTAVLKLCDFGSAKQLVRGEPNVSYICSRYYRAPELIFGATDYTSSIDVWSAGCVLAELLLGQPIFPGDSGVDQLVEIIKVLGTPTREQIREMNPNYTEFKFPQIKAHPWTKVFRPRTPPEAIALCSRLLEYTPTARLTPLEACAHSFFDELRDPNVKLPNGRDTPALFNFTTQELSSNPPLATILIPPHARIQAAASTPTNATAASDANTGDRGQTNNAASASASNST
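Assay system: GST-tagged human GSK3beta kinase, cell-free; Input: 1.6 ng GSK3beta; Medium: Tris/MgCl2 kinase buffer; Timing: 60 min enzyme reaction, room temperature; Signal: ADP-Glo luminescence quantifying ADP generated by kinase; Evaluation: score relative to plate controls; Benchmarks: DMSO neutral wells and GW8510 at 20 µM as positive.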
HSF1 activator: HSF-1 activators, primary screen, NIH3T3-HGL cells, MG132 stress, luminescence, single point; NIH3T3-HGL HSF-1 luciferase reporter, 8 h; 100% = twice DMSO control signal; AID 504408, 2011; 1.7% of 300,000 active; activation, % at 9 µM;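 active means mean replicate activation of at least 50% with a set share of replicates each reaching 50%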;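 further: 0% = median of the neutral control wells and 100% = twice that signal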
HSF1 inh: HSF1 inhibitors in luciferase reporter cells, primary screen, cell-based, NIH3T3, luminescence; NIH3T3-HGL HSE-luciferase, MG132-induced, luminescence 8 h; stronger effect = lower value; activity change, negative = inhibition, % at 7.5 µM (by protocol); 0.77% of 300,000 active; AID 2098, 2009;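 active means more than half of replicate wells show activity change below -50%, luminescence cut by over half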;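 further: luciferase reports HSF-1 transcriptional activity via heat shock element; 0% = median of DMSO wells and -100% = zero luminescence signal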
HIF act: HIF pathway transcriptional activators, primary screen, cell-based, U2OS HRE-luciferase, luminescence; U2OS HRE-luciferase reporter; normalized: DMSO 0%, desferrioxamine 100%; activation, % at 7.5 µM (by protocol); 0.32% of 300,000 active;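 active means mean activation of at least 10% of the iron chelator positive control signal, with at least half of replicates also reaching 10%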
GSK3 alpha inh: blockers of GSK3A enzyme activity – biochemical, luminescence, cell-free homogeneous, HTS, primary screen; Glycogen synthase kinase-3 alpha (Homo sapiens), P49840; GSK-3 alpha kinase, ADP-Glo luminescence, 60 min; inhibition, % at 10 µM; 0.1% of 320,000 active;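 in the data active means inhibition above about 50%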;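 further: GST-tagged GSK-3 alpha with peptide substrate and 25 µM ATP; 0% = DMSO neutral wells and 100% = GW8510 positive control wells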
Target sequence (P49840 whole entry, looked up): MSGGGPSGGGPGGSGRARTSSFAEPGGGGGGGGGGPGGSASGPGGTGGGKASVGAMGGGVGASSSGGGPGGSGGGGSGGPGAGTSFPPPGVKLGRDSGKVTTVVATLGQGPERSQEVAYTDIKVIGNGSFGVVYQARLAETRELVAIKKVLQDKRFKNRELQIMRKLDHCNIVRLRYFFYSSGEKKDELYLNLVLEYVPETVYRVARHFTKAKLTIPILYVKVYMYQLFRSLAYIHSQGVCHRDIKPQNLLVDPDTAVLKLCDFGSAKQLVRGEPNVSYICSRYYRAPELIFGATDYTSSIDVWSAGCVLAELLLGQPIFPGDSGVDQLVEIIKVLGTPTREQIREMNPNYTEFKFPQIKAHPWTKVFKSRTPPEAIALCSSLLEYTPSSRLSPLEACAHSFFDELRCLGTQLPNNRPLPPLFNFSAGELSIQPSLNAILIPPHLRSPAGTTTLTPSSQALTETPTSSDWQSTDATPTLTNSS
KLF5 inh: KLF5 expression inhibitors, primary screen, DLD-1 cells, luminescence. 0.23% of 290,000 active. DLD-1 KLF5 promoter-luciferase reporter. inhibition, % at 5 µM;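 active means inhibition above a per-plate limit of that plate's mean compound inhibition plus 3 SD, cut at about 60% in these data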;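 further: 0% = DMSO wells and 100% = LY294002 at 200 µM; higher means less KLF5 promoter-driven luciferase light; inactives centre near -14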
Starred values were filed as active, the others as inactive. This is a random part of the collection; any-hit rate near 4.7%.

For COC(=O)c1[nH]c2ccccc2c1NC(=O)CN1CCN(c2cccc(OC)c2)C(C)C1 (stereo not drawn) the results were aSyn 5UTR inh 0, IEC-6 tox 2, HSP90 refold inh 2, AI-2 QS modul 16, GSK3B inh -1, HSF1 activator 36, HSF1 inh 1, HIF act -0.9, GSK3 alpha inh 1 and KLF5 inh -30.
Screening Cc1ccc(S(=O)(=O)C2(C(=O)N3CCN(c4cc(C)ccc4C)CC3)CC2)cc1 returned aSyn 5UTR inh 34, IEC-6 tox 2, HSP90 refold inh 2, AI-2 QS modul 10, GSK3B inh -1, HSF1 activator 1, HSF1 inh 0, HIF act -0.5, GSK3 alpha inh -1 and KLF5 inh -1.
For CC/C=C/C(=O)N1CC2(CC(c3cccc(NC(=O)CC)c3)=NO2)C[C@H]1C(N)=O (stereo partly drawn) the results were aSyn 5UTR inh 7, AI-2 QS modul 18, GSK3B inh 2, HSF1 activator -2, HSF1 inh -6, HIF act 1.5 and GSK3 alpha inh 0.
CCOc1cccc(C2C(C(=O)c3ccc(C)o3)=C(O)C(=O)N2c2nccs2)c1 (stereo not drawn) was read as aSyn 5UTR inh 1, IEC-6 tox -4, HSP90 refold inh -3, AI-2 QS modul 19, GSK3B inh -2, HSF1 activator 33, HSF1 inh 19, HIF act 0.9, GSK3 alpha inh 0 and KLF5 inh -3.
`C=CCSc1nnc(-c2cc3c(s2)-c2ccccc2CC3)o1` gave aSyn 5UTR inh -104, IEC-6 tox 3, HSP90 refold inh 4, AI-2 QS modul -12, GSK3B inh 1, HSF1 activator 19, HSF1 inh 3, HIF act 0.3, GSK3 alpha inh 11 and KLF5 inh 5.
COc1ccc(OC)c(NC(=O)c2cccc(N3C(=O)C4C5C=CC(C6CC56)C4C3=O)c2)c1 (stereo not drawn) was read as aSyn 5UTR inh -22, IEC-6 tox 4, HSP90 refold inh -2, AI-2 QS modul 30, GSK3B inh 2, HSF1 activator -28, HSF1 inh -16, HIF act -0.4, GSK3 alpha inh 2 and KLF5 inh -29.
CCN(C(=O)CSc1nnc(-c2cccs2)n1N)c1c(N)n(Cc2ccccc2)c(=O)[nH]c1=O was read as aSyn 5UTR inh 9, AI-2 QS modul 24, GSK3B inh -2, HSF1 activator -17, HSF1 inh 5, HIF act 0.2 and GSK3 alpha inh -1.
`Cc1[nH]c2c(Cl)cccc2c(=O)c1CN1CCCCCC1` gave aSyn 5UTR inh 5, IEC-6 tox -1, HSP90 refold inh 4, AI-2 QS modul -5, GSK3B inh 1, HSF1 activator 13, HSF1 inh 3, HIF act -0.6, GSK3 alpha inh 2 and KLF5 inh -29.
`Cc1cc(C)n(-c2nc(C)nc(NCc3ccccc3)n2)n1` gave aSyn 5UTR inh 28, IEC-6 tox -1, HSP90 refold inh 1, AI-2 QS modul 17, GSK3B inh 1, HSF1 activator -26, HSF1 inh -21, HIF act 0.1, GSK3 alpha inh -3 and KLF5 inh -3.
Screening Cc1ccc(CNc2nc3ccccc3n3cnnc23)cc1 returned aSyn 5UTR inh -1, IEC-6 tox -3, HSP90 refold inh 0, AI-2 QS modul -3, GSK3B inh -1, HSF1 activator 5, HSF1 inh -1, HIF act -0.2, GSK3 alpha inh 2 and KLF5 inh -25.
`N#CC1=C(N)OC2=C(C(=O)CC(c3ccccc3)C2)C1c1ccoc1` (stereo not drawn) gave aSyn 5UTR inh -4, IEC-6 tox -4, HSP90 refold inh -2, AI-2 QS modul 24, GSK3B inh 0, HSF1 activator -1, HSF1 inh -4, HIF act 0.0, GSK3 alpha inh 1 and KLF5 inh -20.
For C(/C=C/c1ccco1)=N/N1CCN(c2ccccc2)CC1 the results were aSyn 5UTR inh -189, IEC-6 tox 3, HSP90 refold inh 0, AI-2 QS modul 16, GSK3B inh 1, HSF1 activator 40, HSF1 inh 22, HIF act 4.9, GSK3 alpha inh 4 and KLF5 inh -69.
For COC(=O)c1cn(NC(=O)Cc2ccc(Cl)cc2)c(=O)c2ccccc12 the results were aSyn 5UTR inh 5, IEC-6 tox -3, HSP90 refold inh 3, AI-2 QS modul 4, GSK3B inh 1, HSF1 activator -2, HSF1 inh 8, HIF act -0.7, GSK3 alpha inh -4 and KLF5 inh 13.
CC(NCc1ccccc1O)C12CC3CC(CC(C3)C1)C2 (stereo not drawn) was read as aSyn 5UTR inh -48, IEC-6 tox -3, HSP90 refold inh 2, AI-2 QS modul 19, GSK3B inh 0, HSF1 activator 12, HSF1 inh 4, HIF act -2.1, GSK3 alpha inh 0 and KLF5 inh -18.
`CC(=O)Nc1nonc1-c1nc2ccccc2n1N(C(C)=O)C(C)=O` gave aSyn 5UTR inh -28, IEC-6 tox -1, HSP90 refold inh 1, AI-2 QS modul 12, GSK3B inh 0, HIF act -0.1, GSK3 alpha inh -1 and KLF5 inh 3.
For O=C(CSc1ccccn1)N/N=C/c1cccc([N+](=O)[O-])c1 the results were aSyn 5UTR inh -8, IEC-6 tox -7, HSP90 refold inh 1, AI-2 QS modul 20, GSK3B inh -1, HSF1 activator -10, HSF1 inh 2, HIF act 1.3, GSK3 alpha inh 0 and KLF5 inh -5.
For Cc1cccc(COCCN2CCN(S(=O)(=O)c3ccccc3)CCC2=O)c1 the results were aSyn 5UTR inh -5, AI-2 QS modul 6, GSK3B inh -2, HSF1 activator 15, HSF1 inh -1, HIF act 0.3 and GSK3 alpha inh -2.
`Cc1cc(/C=C(\C#N)C(=O)Nc2ccccc2)c(C)n1-c1ccc(C(=O)O)cc1` gave aSyn 5UTR inh -5, IEC-6 tox -2, HSP90 refold inh 0, AI-2 QS modul 21, GSK3B inh 3, HSF1 activator -9, HSF1 inh -2, HIF act -0.4, GSK3 alpha inh 0 and KLF5 inh -6.
For O=C(Nc1nc(-c2ccc(S(=O)(=O)N3CCCC3)cc2)cs1)c1cccs1 the results were IEC-6 tox 0, HSP90 refold inh 1, GSK3 alpha inh -1 and KLF5 inh -32.
Screening O=[N+]([O-])c1ccccc1S(=O)(=O)NCc1cccnc1 returned aSyn 5UTR inh -32, IEC-6 tox -1, HSP90 refold inh -5, AI-2 QS modul 10, GSK3B inh -1, HSF1 activator 23, HSF1 inh 1, HIF act -0.4, GSK3 alpha inh 1 and KLF5 inh -20.

Overlap with the part before: 3 compounds, then new ones.
`Cc1cc(/C=C(\C#N)C(=O)Nc2ccccc2)c(C)n1-c1ccc(C(=O)O)cc1` gave aSyn 5UTR inh -5, IEC-6 tox -2, HSP90 refold inh 0, AI-2 QS modul 21, GSK3B inh 3, HSF1 activator -9, HSF1 inh -2, HIF act -0.4, GSK3 alpha inh 0 and KLF5 inh -6.
For O=C(Nc1nc(-c2ccc(S(=O)(=O)N3CCCC3)cc2)cs1)c1cccs1 the results were IEC-6 tox 0, HSP90 refold inh 1, GSK3 alpha inh -1 and KLF5 inh -32.
Screening O=[N+]([O-])c1ccccc1S(=O)(=O)NCc1cccnc1 returned aSyn 5UTR inh -32, IEC-6 tox -1, HSP90 refold inh -5, AI-2 QS modul 10, GSK3B inh -1, HSF1 activator 23, HSF1 inh 1, HIF act -0.4, GSK3 alpha inh 1 and KLF5 inh -20.
`O=[N+]([O-])c1cccc2c(S(=O)(=O)N3CCCCC3)cccc12` gave aSyn 5UTR inh 13, IEC-6 tox 13, HSP90 refold inh -3, AI-2 QS modul -1, GSK3B inh -16, HSF1 activator 6, HSF1 inh -1, HIF act -0.4, GSK3 alpha inh -1 and KLF5 inh -21.
`CCCC12CN3CC(C)(CN(C1)C3c1ccc3c(c1)OCO3)C2=O` (stereo not drawn) gave aSyn 5UTR inh -11, IEC-6 tox -5, HSP90 refold inh -1, AI-2 QS modul -22, GSK3B inh 3, HSF1 activator 66*, HSF1 inh 31, HIF act -31, GSK3 alpha inh 2 and KLF5 inh -2.
O=C(NCc1ccncc1)c1ccc(Cn2cc(C(F)(F)F)ccc2=O)cc1 was read as aSyn 5UTR inh -2, IEC-6 tox 0, HSP90 refold inh -1, AI-2 QS modul 10, GSK3B inh 1, HSF1 activator 7, HSF1 inh -3, HIF act -0.9, GSK3 alpha inh -1 and KLF5 inh -10.
Screening Cc1ccccc1NC(=O)CCNS(=O)(=O)c1ccc2[nH]c(=O)oc2c1 returned aSyn 5UTR inh 6, IEC-6 tox 1, HSP90 refold inh -2, AI-2 QS modul 15, GSK3B inh 3, HSF1 activator -6, HSF1 inh -6, HIF act -0.2, GSK3 alpha inh -1 and KLF5 inh -36.
O=C(c1ccc(F)cc1)N(c1ccccn1)C1CCCCC1 was read as aSyn 5UTR inh 4, IEC-6 tox 0, HSP90 refold inh 2, AI-2 QS modul -7, GSK3B inh 0, HSF1 activator -5, HSF1 inh -7, HIF act -0.8, GSK3 alpha inh 0 and KLF5 inh -10.
`Cc1ccc(-c2nnc(C)c(N3CC(C)OC(C)C3)n2)cc1` (stereo not drawn) gave aSyn 5UTR inh 10, IEC-6 tox 4, HSP90 refold inh -3, AI-2 QS modul 10, GSK3B inh 1, HSF1 activator -7, HSF1 inh 3, HIF act -0.2, GSK3 alpha inh 1 and KLF5 inh -4.
`Cc1ccc(N2CC(C(=O)Nc3ccccc3C(=O)NC3CCCCC3)CC2=O)cc1C` (stereo not drawn) gave aSyn 5UTR inh 17, IEC-6 tox 2, HSP90 refold inh -2, AI-2 QS modul -3, GSK3B inh 1, HSF1 activator -10, HSF1 inh 2, HIF act 0.2, GSK3 alpha inh 0 and KLF5 inh 10.
For Cc1ccc(C)c(OCCOCCN2CCOCC2)c1 the results were aSyn 5UTR inh -12, IEC-6 tox -4, HSP90 refold inh -3, AI-2 QS modul 16, GSK3B inh 4, HSF1 activator 23, HSF1 inh 0, HIF act -0.1, GSK3 alpha inh 1 and KLF5 inh -2.
Screening CCOC(=O)N1CCN(C(=O)NC2CCCCC2)CC1 returned aSyn 5UTR inh 13, IEC-6 tox -5, HSP90 refold inh 1, AI-2 QS modul 16, GSK3B inh 0, HSF1 activator 9, HSF1 inh -5, HIF act 0.1, GSK3 alpha inh -1 and KLF5 inh -23.
